Screens as filed in PubChem BioAssay.
UBC13 inh = UBC13 polyubiquitin chain formation inhibitors, primary screen, biochemical, TR-FRET, uHTS | AID 485273, 2010 | Ubiquitin-conjugating enzyme E2 N (Homo sapiens), P61088 | actives 0.47% (n = 330,000) | inhibition, % at 20 µM; in the data active = inhibition above about 45%, passing the limit was not always enough
Target sequence (P61088 whole entry, looked up): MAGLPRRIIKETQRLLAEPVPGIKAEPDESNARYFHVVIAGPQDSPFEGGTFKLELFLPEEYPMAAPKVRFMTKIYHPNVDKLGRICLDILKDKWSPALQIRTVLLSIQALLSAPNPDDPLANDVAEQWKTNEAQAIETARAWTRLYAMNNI
697 NFkB inh = inhibitors of PMA/ionomycin-induced NF-kB reporter, 697 cells, primary screen, B-cell NF-kB inhibitor project, cell-based, luminescence, uHTS. AID 435022, 2010. actives 0.33% (n = 330,000). inhibition, % at 4 µM. 697 B-cell NF-kB luciferase reporter, 16 h; in the data active = inhibition above about 35%
Jurkat NFkB inh = inhibitors of induced NF-kB luciferase reporter, primary screen, TCR NF-kB activation inhibitor project, cell-based, luminescence, uHTS. inhibition, % at 4 µM. Jurkat, PMA/ionomycin-induced NF-kB luciferase reporter. AID 435003, 2010. actives 0.53% (n = 330,000); in the data active = inhibition above about 50%
Gli-Sufu antag = Gli-Sufu pathway antagonists, primary screen, luciferase luminescence, Sufu-KO-LIGHT cells, uHTS; AID 588413, 2011; actives 0.74% (n = 340,000); inhibition, % at 5 µM; Sufu-KO-LIGHT fibroblasts, Gli luciferase reporter luminescence;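 active = inhibition above about 55%, limit read from the data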;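 note: 0% = DMSO-treated cells and 100% = wells with medium but no cells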
EBI2 antag = EBI2 receptor antagonists, beta-arrestin recruitment, primary screen, cell-based, luminescence, 7a,25-OHC stimulation, uHTS. G-protein coupled receptor 183 (Homo sapiens), P32249. 7a,25-OHC stimulated. inhibition, % at 5 µM. actives 0.81% (n = 360,000). AID 651636, 2012; in the data active = inhibition above about 38%;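 note: enzyme fragment complementation signal reports receptor beta-arrestin coupling in cells; 0% = agonist plus DMSO wells and 100% = wells without agonist; some results beyond the cut were filed as inactive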
Target sequence (P32249 whole entry, looked up, the tested form may be a part): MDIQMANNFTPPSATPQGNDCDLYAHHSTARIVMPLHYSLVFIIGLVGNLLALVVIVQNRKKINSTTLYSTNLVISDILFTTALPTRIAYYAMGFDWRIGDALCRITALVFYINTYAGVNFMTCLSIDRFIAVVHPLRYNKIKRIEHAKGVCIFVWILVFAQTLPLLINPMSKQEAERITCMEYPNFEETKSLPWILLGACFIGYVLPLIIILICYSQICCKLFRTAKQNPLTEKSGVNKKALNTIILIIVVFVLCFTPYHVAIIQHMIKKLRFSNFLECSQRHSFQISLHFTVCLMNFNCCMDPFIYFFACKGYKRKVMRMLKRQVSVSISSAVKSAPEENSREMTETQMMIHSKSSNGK
APJ antagonist = antagonists of human apelin receptor APJ, primary screen, CHO-K1 cells, beta-arrestin complementation, luminescence | P35414 | inhibition, % at 20 µM | actives 0.32% (n = 330,000) | AID 2521, 2010;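 active = inhibition above about 40% at 20 µM, limit read from the data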;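 note: cells challenged with 10 nM apelin-13 agonist together with compound; plate controls were apelin-13 plus DMSO wells for no effect and DMSO wells lacking apelin-13 for full effect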
Target sequence (P35414 whole entry, looked up): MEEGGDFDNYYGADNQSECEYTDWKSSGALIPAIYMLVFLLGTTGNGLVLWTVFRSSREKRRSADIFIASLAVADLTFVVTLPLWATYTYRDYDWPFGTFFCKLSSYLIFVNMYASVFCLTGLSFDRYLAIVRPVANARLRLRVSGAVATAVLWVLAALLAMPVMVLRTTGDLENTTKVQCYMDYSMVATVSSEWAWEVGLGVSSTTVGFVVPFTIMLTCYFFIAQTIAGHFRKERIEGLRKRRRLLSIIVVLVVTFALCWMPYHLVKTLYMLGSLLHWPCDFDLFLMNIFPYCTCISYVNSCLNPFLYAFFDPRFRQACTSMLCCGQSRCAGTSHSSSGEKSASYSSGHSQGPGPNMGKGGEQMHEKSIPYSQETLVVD
CXCR6 inh = CXCR6 receptor inhibitors, primary screen, cell-based, beta-arrestin, luminescence, CHO-K1 PathHunter, 1536-well. C-X-C chemokine receptor type 6 (Homo sapiens), O00574. inhibition, % at 20 µM. actives 0.36% (n = 360,000). AID 602244, 2012; in the data active = inhibition above about 34%, passing the limit was not always enough;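 note: antagonist mode with CXCL16 agonist at 10 nM final; 0% = 10 nM CXCL16 with DMSO and 100% = unstimulated wells without agonist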
CCR6 antagonist = CCR6 receptor antagonists, primary screen, cell-based, CHO-K1, luminescence, beta-arrestin, uHTS; C-C chemokine receptor type 6 (Homo sapiens), P51684; CHO-K1 CCR6 PathHunter beta-arrestin, CCL20-stimulated; inhibition, % at 20 µM; actives 0.49% (n = 340,000);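 active = compounds whose inhibition of the agonist-driven luminescence signal at 20 µM reaches about 50%, limit read from the data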;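 note: cells stimulated with CCL20 at 14 nM final; plate controls were DMSO with CCL20 for no effect and DMSO without agonist for full effect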
Starred values were filed as active, the others as inactive; . = no result given.

SMILES	UBC13 inh	697 NFkB inh	Jurkat NFkB inh	Gli-Sufu antag	EBI2 antag	APJ antagonist	CXCR6 inh	CCR6 antagonist
O=C(CCN1C(=O)[C@@H]2Cc3ccccc3CN2C1=O)N[C@@H](C(=O)O)c1ccccc1	-4	6	-4	2	10	12	1	-3
NNc1nc(-c2ccccc2Cl)nc2ccccc12	-10	-11	-7	-4	-11	4	-8	-7
Cc1ccc(-c2nc(N)s[n+]2-c2ccccc2)cc1	.	.	.	-7	-11	.	-12	-5
COc1ccc(C(=O)N2CCN(Cc3cn[nH]c3-c3ccc(OC)cc3F)CC2)cc1	-7	-1	-1	-5	-9	7	-6	1
CCn1c(=O)c(=O)[nH]c2cc(C(=O)NCC3CCCCC3)ccc21	3	14	13	-7	-10	3	-6	3
CC1(C)CNc2cc([N+](=O)[O-])ccc2S1	-39	-13	-28	-21	5	7	10	22
Cc1cc(OCC(=O)OCC(=O)NCC2CCCO2)ccc1Cl (stereo unspecified)	3	3	0	18	-7	1	-11	-14
Cc1ccccc1NP(=O)(c1ccccc1)c1nc2ccccc2s1 (stereo unspecified)	4	-4	-11	-10	6	3	3	8
CCO[C@H]1OC(C(=O)O)=C[C@@H](c2ccc(C(F)(F)F)cc2)[C@@H]1CCCO	-1	16	-6	-6	-2	0	0	-2
CCOc1cccc2cc(C(=O)NCc3cccnc3)c(=O)oc12	-5	3	6	3	3	8	-1	8
COc1ccc2c(c1)C1NC(=S)NC(C)(O2)C1C(=O)Nc1ccccc1C (stereo unspecified)	-11	4	1	4	-3	-5	-4	3
C[C@H](CO)N1C[C@H](C)[C@H](CN(C)S(=O)(=O)c2cccs2)Oc2ccc(NC(=O)Nc3ccc4c(c3)OCO4)cc2CC1=O	1	24	10	-5	7	16	-6	7
C[C@@H]1CN([C@@H](C)CO)C(=O)c2cc(NC(=O)C3CC3)ccc2O[C@H]1CN(C)C	-6	3	6	-16	-9	9	-4	-4
COc1cc(C(=O)NC(=S)Nc2cccc3nc(C)ccc23)cc(OC)c1OC	-2	17	4	5	2	8	3	-1
CCC[N+]1(CC#CC(O)(c2ccccc2)C2CCCCC2)CCCCC1 (stereo unspecified)	14	1	-16	3	-5	7	5	-1
Cc1oc(-c2ccccc2Cl)nc1CSCC(=O)NC1CC1	5	-2	14	0	4	-20	1	-7
CCSC1=N/C(=C\c2cccc(F)c2)C(=O)S1	-1	6	15	30	-5	18	-2	6
Cc1c(C(=O)N2CCN(S(=O)(=O)c3ccc(F)cc3)CC2)oc2ccccc12	0	14	10	4	7	11	1	11
CCCCN(CC)C(=S)Nc1ccc2nc3n(c(=O)c2c1)CCCCC3	-2	-20	8	-5	-2	-8	-2	-4
COc1ccccc1C(=O)Nc1ccncc1	-12	-1	9	-1	-4	12	0	9
CSc1nc2[nH]c3c(c2c2ncnn12)CCCC3	-17	-64	-12	15	6	1	-22	-4
Cc1csc(NC(=O)CSc2nc(=O)cc(N)n2-c2ccc(F)cc2)n1	1	1	3	-5	11	4	0	14
FC(F)(F)c1ccc(Oc2ccccc2Cl)nc1	6	0	8	1	-6	16	4	8
Cc1c(N2C(=O)c3ccc4c5c(ccc(c35)C2=O)CC4)c(=O)n(-c2ccccc2)n1C	-36	25	-3	-3	-6	-26	-3	-13
CCOc1ccc(NC(=O)C(c2ccccn2)N(C(=O)CCl)c2ccc(OCC)cc2)cc1 (stereo unspecified)	.	.	.	-30	1	.	-2	-5
COc1ccc(/C=N/N=C/c2ccc(OC)cc2)cc1	0	-25	-25	-26	13	-1	2	5
CC(=O)c1c(C)nn(CC(O)Cn2c3c(c4cc(C)ccc42)CCCC3=O)c1C (stereo unspecified)	18	23	10	-7	-11	16	4	-1
Oc1ccc(N2CCN(c3nc(-c4cccs4)nc4ccccc34)CC2)cc1	-2	-4	0	8	12	-17	-17	8
COc1ccccc1-c1nnc(SCC(=O)NC2CCCCC2)o1	12	-19	0	0	-13	10	-6	11
CCOC(=O)c1cccc(N2C(=O)c3ccccc3S2(=O)=O)c1	9	11	11	7	-4	-8	-3	6
O=C(CSc1ccc2nnc(-c3ccc(F)cc3)n2n1)N1CCOCC1	10	8	6	-2	-1	15	-4	1
CCOC(=O)CCCNC(=O)COC(=O)CCC(=O)c1ccc(F)cc1	-2	-5	8	26	4	11	6	3
Cc1cccc2cc(C(c3nnnn3CC3CCCO3)N3CCOCC3)c(=O)[nH]c12 (stereo unspecified)	-14	5	-8	3	4	14	1	0
Cc1cccc(NC(=O)COC(=O)c2ccc(S(=O)(=O)N3CCCC3)cc2)c1	5	23	3	-4	-1	-8	-9	-5
CC(Cc1ccccc1)C(=O)NCCO (stereo unspecified)	0	0	-21	-9	0	-6	16	4
CC(=O)Nc1ccc2c(c1)-c1ccc(F)cc1C2	.	.	.	-17	-7	.	-11	-6
CC(C)(C)OC(=O)[C@H](NC(=O)OCc1ccccc1)c1ccccc1	-1	-26	-11	0	-6	13	8	24
O=C1CC(C(=O)N2CCC(N3CCC(C(=O)NC4CC4)CC3)CC2)c2ccccc21 (stereo unspecified)	13	12	-3	8	4	0	2	8
Nc1ccc(C(=O)N/N=C/c2cn(Cc3ccccc3)c3ccccc23)cc1	4	24	15	-5	-11	4	2	15
CCOc1ccc(NC(=O)CCNS(=O)(=O)c2ccc(Br)s2)cc1	1	8	-14	-4	2	-20	-1	0
Cc1c(NC(=O)COC(=O)c2ccc(Br)o2)c(=O)n(-c2ccccc2)n1C	-1	15	-7	.	-6	-2	0	-6
Clc1cc2cccnc2c2ccccc12	13	11	-3	11	-7	-11	-6	4
CC1CCC(C(=O)c2c(O)c3ccccc3oc2=O)CC1 (stereo unspecified)	11	-13	-21	1	7	8	1	1
Cc1ccc(NC(=O)N2CCN(c3ccccn3)CC2)cc1	13	-2	-10	-7	8	19	-4	3
CC1CCN(c2ccc3nnc(CCC(=O)NC(C)C)n3n2)CC1	-9	-6	-6	17	3	-2	-11	5
Cc1ccc(S(=O)(=O)NCC2CCC(C(=O)NCCCOC(C)C)CC2)cc1 (stereo unspecified)	7	4	12	.	.	26	.	.
COc1cc2c(cc1C1NC(=S)NC(C)=C1C(N)=O)CCCC2 (stereo unspecified)	-1	43*	-22	42	-18	-5	-4	4
COc1ccc(N2CCN(C(=O)Nc3ccccc3C)CC2)cc1	9	4	4	-6	2	4	-4	3

Shown with values under each structure: entries from further up.
Every second line gives: UBC13 inh	697 NFkB inh	Jurkat NFkB inh	Gli-Sufu antag	EBI2 antag	APJ antagonist	CXCR6 inh	CCR6 antagonist
- Cc1cccc(NC(=O)COC(=O)c2ccc(S(=O)(=O)N3CCCC3)cc2)c1
→ 5	23	3	-4	-1	-8	-9	-5
- CC(Cc1ccccc1)C(=O)NCCO (stereo unspecified)
→ 0	0	-21	-9	0	-6	16	4
- CC(=O)Nc1ccc2c(c1)-c1ccc(F)cc1C2
→ .	.	.	-17	-7	.	-11	-6
- CC(C)(C)OC(=O)[C@H](NC(=O)OCc1ccccc1)c1ccccc1
→ -1	-26	-11	0	-6	13	8	24
- O=C1CC(C(=O)N2CCC(N3CCC(C(=O)NC4CC4)CC3)CC2)c2ccccc21 (stereo unspecified)
→ 13	12	-3	8	4	0	2	8
- Nc1ccc(C(=O)N/N=C/c2cn(Cc3ccccc3)c3ccccc23)cc1
→ 4	24	15	-5	-11	4	2	15
- CCOc1ccc(NC(=O)CCNS(=O)(=O)c2ccc(Br)s2)cc1
→ 1	8	-14	-4	2	-20	-1	0
- Cc1c(NC(=O)COC(=O)c2ccc(Br)o2)c(=O)n(-c2ccccc2)n1C
→ -1	15	-7	.	-6	-2	0	-6
- Clc1cc2cccnc2c2ccccc12
→ 13	11	-3	11	-7	-11	-6	4
- CC1CCC(C(=O)c2c(O)c3ccccc3oc2=O)CC1 (stereo unspecified)
→ 11	-13	-21	1	7	8	1	1
- Cc1ccc(NC(=O)N2CCN(c3ccccn3)CC2)cc1
→ 13	-2	-10	-7	8	19	-4	3
- CC1CCN(c2ccc3nnc(CCC(=O)NC(C)C)n3n2)CC1
→ -9	-6	-6	17	3	-2	-11	5
- Cc1ccc(S(=O)(=O)NCC2CCC(C(=O)NCCCOC(C)C)CC2)cc1 (stereo unspecified)
→ 7	4	12	.	.	26	.	.
- COc1cc2c(cc1C1NC(=S)NC(C)=C1C(N)=O)CCCC2 (stereo unspecified)
→ -1	43*	-22	42	-18	-5	-4	4
- COc1ccc(N2CCN(C(=O)Nc3ccccc3C)CC2)cc1
→ 9	4	4	-6	2	4	-4	3

Following part:
SMILES	UBC13 inh	697 NFkB inh	Jurkat NFkB inh	Gli-Sufu antag	EBI2 antag	APJ antagonist	CXCR6 inh	CCR6 antagonist
COc1ccccc1OCCCCOc1ccccc1C(C)=O	14	-9	13	-1	3	-2	-11	3
CCOC(=O)c1ccccc1NC(=O)CN(c1ccccc1C)S(C)(=O)=O	-2	6	4	5	-1	-20	-3	8
O=[N+]([O-])c1ccc(SCc2c(F)cccc2Cl)nc1	2	14	9	-7	8	19	14	28
COc1cccc(C2CC(=O)C3=C(C2)Nc2ccccc2N(C(=O)CCC(=O)O)C3c2ccc(F)cc2)c1 (stereo unspecified)	8	18	1	-15	1	-21	4	-6
O=C(CC(c1ccco1)C1CCCCC1=O)c1ccco1 (stereo unspecified)	-3	22	12	-2	-7	20	2	-14
CCCN(CCC)CCCNC(=O)C(NS(=O)(=O)c1ccc2c(c1)CCC(=O)N2)c1ccccc1 (stereo unspecified)	-2	3	2	-2	-17	2	4	8
CCOC(=O)CN(C(=O)CSc1nnc2c(n1)[nH]c1ccc(F)cc12)c1ccccc1	-7	15	-8	9	11	6	3	21
O=C(Nc1ccccc1)OCc1cncs1	-10	1	-20	-12	-3	6	4	-8
Cc1ccc2cc(C3CC(c4ccco4)=NN3S(=O)(=O)c3ccccc3)c(Cl)nc2c1 (stereo unspecified)	-25	-11	6	6	-8	-1	6	17
COc1ccc(NC(=O)CNC(=O)Cc2ccccc2)cc1OC	0	20	9	-10	0	23	-4	8
Cn1c(NNC(=O)C2CCCCC2)cc(=O)n(C)c1=O	6	-2	-6	4	-1	10	0	1
COc1ccc(-c2c(C)n([O-])c3c([n+]2=O)CCC3)cc1OC	-3	4	16	3	-4	-15	-2	8
NC(=O)[C@@H]1CC2(CC(c3cccc(NC(=O)CC(c4ccccc4)c4ccccc4)c3)=NO2)CN1C(=O)COc1ccc(Cl)cc1 (stereo partly specified)	-14	1	23	9	37	-7	1	6
COc1ccccc1NC(=O)Cc1csc(NC(=S)Nc2ccc(C)cc2)n1	18	-33	2	-2	12	31	9	36
CC(=O)c1cc(NC(=O)c2cccc(C(F)(F)F)c2)c(=O)oc1/C=C/N(C)C	-98	-29	-21	7	7	17	12	15

Records listed above that bear a hit mark in 697 NFkB inh:
Compound | UBC13 inh | 697 NFkB inh | Jurkat NFkB inh | EBI2 antag | APJ antagonist | CXCR6 inh | CCR6 antagonist
COc1cc2c(cc1C1NC(=S)NC(C)=C1C(N)=O)CCCC2 (stereo unspecified) | -1 | 43* | -22 | -18 | -5 | -4 | 4
